Lipid droplet: modulators of hepatic lipid droplet formation. AML12 mouse hepatocytes, oleate lipid droplets, BODIPY imaging. hit rate 0.4% among 240,000. inhibition, % at 6.5 µM;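 active = lipid droplet intensity inhibited by at least 50%, with more than 500 cells counted; inconclusive = wells with under 300 cells, treated as cytotoxic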
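material = mouse AML12 hepatocyte cell line, fixed after treatment | also added = 100 µM oleic acid challenge | doses = compound at 6.5 µM only | schedule = overnight exposure | technique = Image-based BODIPY and DAPI two-channel analysis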
bCat nuc transl: modulators of beta-catenin nuclear translocation | nuclear translocation activity, % at 5 µM | HeLa beta-catenin nuclear translocation, immunofluorescence imaging | hit rate 0.3% among 190,000;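 active = nuclear translocation activity above 50% at 5 µM, with a well cell count of 50 or more; inconclusive = wells under 50 cells across six images, flagged as toxic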;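 also: per-cell ratio of nuclear to cytoplasmic median beta-catenin stain intensity; plate controls were DMSO negative control for no effect and GSK-3 inhibitor IX positive control for full effect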
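Read-out: Nuclear/cytoplasmic beta-catenin signal ratio, % activation | Assay system: Human HeLa cell line | Times: 24 h compound exposure at 37°C, 5% CO2 | Signal: Fluorescence imaging of beta-catenin antibody stain plus DAPI | Dosing: 5 µM primary, 0.02–20 µM confirmation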
T cell modulator: T cell immune modulators affecting CD8 T cell-vesicle binding. AID 2052. 2C CD8+ T cell-vesicle binding, flow cytometry; hits give low values. calls only at 7 µM. hit rate 0.068% among 330,000;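 active = response, share of CD8 T cells binding vesicles, and their 90th percentile fluorescence all below set limits, cut at about 80% in these data, passing the limit was not always enough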
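material = purified 2C TCR transgenic mouse naive CD8+ T cells | controls = Unloaded micro-vesicles (low), QL9 vesicles with 0.7% DMSO (high) | detection = cytometric PE anti-B7-1 and Alexa647 anti-CD8 signals after 1% paraformaldehyde fixation | incubation = binding step 1.5 h, 37 °C, antibody labelling 20 min, ice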
Myeloid diff MLP: compounds promoting myeloid differentiation; AID 624256; hit rate 1% among 360,000; calls only at 10 µM; ER-HoxA9 myeloid progenitors, lysozyme-GFP differentiation, flow cytometry;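 active = normalized GFP-positive differentiation at or above the plate's own cutoff, the solvent-only control mean plus 3 SD; inconclusive = no clear call, values can overlap the other calls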;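 also: cells exposed to compound for four days before flow analysis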
West Nile antiviral: West Nile virus antiviral activity, cell-based, CPE readout (AID 1621); West Nile virus-infected cells, CPE inhibition; higher % means a stronger effect; one-dose CPE inhibition, % at 10 µM; IC50 in µM for titrated hits; hit rate 0.02% among 290,000; in the data active = a potency from the dose series; inconclusive = CPE inhibition mostly from about 3.7% at the one dose, without a potency; inactive = the rest, 99 in 100 with CPE inhibition below about 2.2%; also: strong numbers were not always called active
Ins promoter up: MIN6 insulin promoter up-regulation; MIN6 insulin promoter-GFP reporter, high-content imaging; hits give high values; z-score at 5 µM; AID 1625; hit rate 0.3% among 190,000;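 active = z-score above 3 at 5 µM with at least 500 cells counted in the well; inconclusive = wells under 500 cells, flagged as cytotoxic or low count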
MT stabilizer: stabilizes microtubules in HeLa cells; hit rate 0.83% among 200,000; AID 2205; HeLa tubulin immunostaining HCS, 24 h; share of cells brighter than vehicle mean+2SD; % tubulin-high responders, % at 10 µM;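 active = plate Z-score above 3 for both tubulin-high and condensed-nucleus cell shares, with cell loss under 80%, at 10 µM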;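 also: anti alpha tubulin signal scored within the nucleus-defined area of each cell; some results filed as inactive read as strong as hits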
Autophagy mod: autophagy modulation, high-content screen. MEF GFP-LC3 puncta imaging; test concentration mostly 10 µM. calls only at 10 µM (by protocol). hit rate 0.98% among 190,000. AID 463193;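 active = percentage of spot-positive cells more than 3 SD above its plate mean, without a fluorescence outlier flag or 80% toxicity; inconclusive = no clear call, values can overlap the other calls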;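 also: spot-positive cell cutoff set from DMSO-treated cells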
WT yeast gro inh: growth inhibition of WT yeast, mitochondrial fusion screen; mitochondrial fusion phenotypic screen, WT strain; AID 1362; inhibition, % at 10 µM; hit rate 2.1% among 190,000; in the data active = inhibition above about 58%; tested in S. cerevisiae
WT yeast gro inh mutant strain: recorded beside WT yeast gro inh, whose call it bears; inhibition, %; mitochondrial fusion phenotypic screen, mutant strain inhibition
Ins promoter up cell count: further read-out of Ins promoter up, marked with its call; cell count; measured here: cytotoxicity, nuclei count;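 total cells summed across four imaged fields per well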
Lipid droplet cells 6.5 µM: further read-out of Lipid droplet, marked with its call; cell count; measured here: cell count, cytotoxicity flag;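 cells counted across two imaged fields per well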
bCat nuc transl cell count 5 µM: second read-out of bCat nuc transl, no call of its own (marks repeat the call); cell count; measured here: cell count, cytotoxicity flag
T cell modulator vesicle-bound %: also measured in T cell modulator; calls as there; double positive events, %; measured here: CD8+ vesicle-bound cell fraction;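 binding gate set so that unloaded-vesicle control wells show 10% double positive cells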
MT stabilizer Hoechst-high %: second read-out of MT stabilizer, no call of its own (marks repeat the call); % Hoechst-high responders; measured here: nuclear condensation Hoechst responders;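 share of cells brighter than vehicle mean plus two SD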
MT stabilizer cytotoxicity %: second read-out of MT stabilizer, no call of its own (marks repeat the call); toxicity, %; measured here: cytotoxicity by cell density;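 0% = mean cell density of plate MIN control wells and 100% = no cells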
Autophagy mod cell loss 18 h: also measured in Autophagy mod; calls as there; toxicity, %; measured here: cell loss, nuclei count;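 cell loss after 18 h compound exposure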
Myeloid diff MLP GFP+ MAC1+ %: recorded beside Myeloid diff MLP, whose call it bears; GFP+ MAC1+ double positive, %; measured here: differentiation confirmed by MAC1 staining
Starred values were filed as active, the others as inactive; i = inactive; u = inconclusive; x = no result given. Not a hit list; 3.9% or so of the library scored in one or more.

SMILES | Lipid droplet | Lipid droplet cells 6.5 µM | bCat nuc transl | bCat nuc transl cell count 5 µM | T cell modulator | T cell modulator vesicle-bound % | Myeloid diff MLP | Myeloid diff MLP GFP+ MAC1+ % | West Nile antiviral | Ins promoter up | Ins promoter up cell count | MT stabilizer | MT stabilizer Hoechst-high % | MT stabilizer cytotoxicity % | Autophagy mod | Autophagy mod cell loss 18 h | WT yeast gro inh | WT yeast gro inh mutant strain
C=CCc1cccc2cc(C(=O)N3CCN(C(=O)c4ccccc4)CC3)c(=O)oc12 | 17 | 870 | x | x | i | 13 | i | 0.7 | -0.9% | x | x | x | x | x | x | x | x | x
N#CCC(=O)N/N=C/c1cccc(Oc2ccccc2)c1 | 18 | 651 | -4.4 | 1065 | i | 42 | i | 0.2 | 0.3% | 0.67 | 1576 | 5.2 | 1.8 | 4.5 | i | 20 | -8 | -9
CN(C)c1ccc(S(=O)(=O)N2CCCCC2)cc1NC(=O)C1=COCCO1 | 3 | 624 | x | x | i | 9 | i | 0.3 | 0.8% | x | x | x | x | x | x | x | x | x
Cc1ccc(OC(=O)N2CCOCC2)cc1 | x | x | -1.7 | 1332 | i | 29 | i | 0.9 | 0.1% | 0.11 | 1391 | 2.5 | 1.7 | 4.4 | i | -4 | 4 | 16
COC(=O)c1ccc2c(=O)n(CCCCCC(=O)NCCNC(C)=O)c(=O)[nH]c2c1 | 16 | 733 | -1.9 | 1196 | i | 43 | x | x | 0.0% | -0.11 | 1260 | 1.4 | 1.2 | 6.1 | i | -3 | 1 | -12
O=C(CSc1ccccc1[N+](=O)[O-])NC1CCS(=O)(=O)C1 (stereo unspecified) | 0 | 672 | -1.1 | 935 | i | 25 | i | 0.5 | -0.7% | 0.81 | 1365 | 3.0 | 2.0 | 1.7 | i | 6 | 6 | -7
CC(Sc1nc2c([nH]c3ccccc32)c(=O)n1C)c1ccccc1 (stereo unspecified) | -4 | 696 | 1.4 | 1088 | i | 37 | i | 2.4 | 0.1% | 0.18 | 1209 | 2.6 | 1.9 | 7.7 | i | 17 | -4 | -2
COc1ccc(NC(=S)NC(=O)Cc2ccccc2)cc1 | 13 | 829 | x | x | i | 10 | i | 0.5 | -0.3% | x | x | x | x | x | x | x | x | x
CCCn1cc(CN2CCC(Cc3cccc(F)c3)(C(=O)OCC)CC2)c(C)n1 | -9 | 744 | -0.5 | 1355 | i | 40 | i | 0.1 | -0.6% | 0.21 | 1016 | x | x | x | x | x | x | x
CC(=O)N1CCN(C(=O)CCCNC(=O)c2ccc(Cl)cc2)CC1 | -6 | 721 | x | x | i | 21 | i | 1.9 | 0.7% | x | x | x | x | x | x | x | x | x
CC1(C)OCC(COC(=O)Nc2cccnc2)([N+](=O)[O-])CO1 | -17 | 685 | 1.9 | 1110 | i | 19 | i | 0.2 | 0.4% | 0.96 | 1281 | 7.7 | 2.6 | 6.0 | i | -17 | -4 | -12
Cc1ccc(S(=O)(=O)NC(C(=O)Oc2ccc3ccc(=O)oc3c2)c2ccccc2)cc1 (stereo unspecified) | -1 | 698 | -5.5 | 589 | i | 4 | i | 0.9 | -0.2% | -0.04 | 1276 | 3.4 | 3.0 | 3.2 | i | -7 | 7 | 2
CC1CCN(S(=O)(=O)c2cn(CC(=O)N3CCN(C)CC3)c(=O)c3ccccc23)CC1 | 8 | 765 | 0.2 | 1140 | x | x | i | 0.5 | 0.3% | 1 | 1113 | 1.5 | 1.1 | 0.1 | i | 4 | 0 | 32
CSc1cccc(NC(=O)c2cc(S(=O)(=O)N3CCc4ccccc43)cn2C)c1 | -1 | 783 | x | x | i | 30 | i | 2.8 | -0.4% | x | x | x | x | x | x | x | x | x
CCOC(=O)c1[nH]c(C)c(C(=O)N2CCN(C(=O)c3ccco3)CC2)c1C | -17 | 761 | -2.4 | 1180 | i | 56 | i | 6.8 | -0.7% | 0.5 | 1226 | 3.4 | 2.4 | 7.7 | i | -6 | -22 | 3
O=S(=O)(Cc1nnnn1-c1ccccc1)c1ccc(F)cc1 | -2 | 625 | x | x | i | 20 | i | 0.9 | -0.4% | x | x | x | x | x | x | x | x | x
COc1ccc(CNC(=O)C2=CC(c3ccc(OC)c(OC)c3)=NS(=O)(=O)N2C)cc1 | 13 | 780 | x | x | i | 29 | i | 1.2 | -0.8% | x | x | x | x | x | x | x | x | x
Oc1c(Br)cc(C2N=C(c3ccccc3Cl)NO2)cc1Br (stereo unspecified) | x | x | 0.9 | 1246 | i | 34 | i | 1.3 | -0.3% | -0.15 | 1680 | 2.8 | 1.9 | 3.4 | i | -4 | 10 | 5
C=CCO/N=C(\C)c1c(O)c(C)c(-c2ccccc2)n(-c2ccccc2)c1=O | 4 | 667 | 0.5 | 1031 | i | 23 | i | 0.8 | 0.9% | x | x | 3.9 | 2.2 | 5.9 | i | -6 | 6 | 0
Cc1ccn2cc(CCNC(=O)CC3CCCCC3)nc2c1 | -4 | 724 | -0.4 | 1121 | i | 38 | i | 0.2 | 1.0% | 2.4 | 1289 | 2.0 | 1.9 | 8.3 | i | -1 | 1 | 4
Cc1cccc(NC(=O)NCc2ccc3c(c2)OCO3)c1 | -17 | 851 | x | x | i | 8 | i | 0.9 | -0.5% | x | x | x | x | x | x | x | x | x
CC(O)[C@@H](C(=O)N1CCNCC1)n1cc(CCCCN)nn1 (stereo partly specified) | 6 | 695 | -1.5 | 1187 | x | x | i | 1.0 | 0.2% | 0.17 | 1285 | 2.4 | 1.0 | 5.6 | i | -15 | -3 | 9
Cc1ccc(C(C)C)cc1OCC(=O)NNC(=O)Nc1ccccc1 | 3 | 861 | x | x | i | 7 | i | 0.9 | -1.2% | x | x | x | x | x | x | x | x | x
CCOC(=O)CN(c1ccccn1)S(=O)(=O)c1ccccc1 | x | x | -1.6 | 1316 | i | 35 | i | 0.4 | 0.3% | -0.27 | 1597 | 1.5 | 1.5 | 7.4 | i | 0 | -2 | -9
CC1(C)CC(=O)c2sc(NS(=O)(=O)c3ccc(Br)cc3)nc2C1 | 45 | 664 | 0.0 | 1077 | i | 48 | i | 0.3 | 1.3% | 0.09 | 1630 | 4.2 | 3.6 | 4.9 | i | -11 | 0 | -3
COC(=O)C1=CN(C)C=C(C(=O)OC)C1c1ccc(Cl)cc1Cl | x | x | 0.0 | 1156 | i | 22 | i | 0.7 | 1.9% | 0.59 | 846 | 5.8 | 2.2 | 1.1 | i | 28 | 14 | 1
Cc1cccc(C)c1NS(=O)(=O)c1ccc(-c2cnc(C3CC3)o2)cc1 | u | x | x | x | i | 14 | u | x | -1.7% | x | x | x | x | x | x | x | x | x
O=C(CN1C(=O)NC2(CCOc3ccccc32)C1=O)Nc1cccc(Cl)c1 (stereo unspecified) | 17 | 737 | 2.3 | 1019 | i | 1 | i | 0.2 | -0.6% | 1.3 | 1242 | 3.4 | 1.5 | 9.1 | i | -10 | -11 | -21
CC(NC(=O)c1cc(F)c(F)c(F)c1F)c1ccc(-n2ccnc2)cc1 (stereo unspecified) | -14 | 828 | x | x | i | 20 | i | 2.0 | -1.0% | x | x | x | x | x | x | x | x | x
CC1=CC(C)(C)n2c(O)c(C3=NC(=S)NC3=O)c3cc(OC(=O)c4cccc5ccccc45)cc1c32 | x | x | 11 | 1538 | i | 53 | x | x | x | -1.6 | 1253 | 5.0 | 1.5 | 6.8 | i | -21 | 32 | 40
COc1ccc(-n2c3c(c(=O)[nH]c2=O)C(NS(=O)(=O)c2ccc(Cl)cc2)(C(F)(F)F)C(=O)N3)cc1 (stereo unspecified) | 2 | 506 | 1.2 | 1245 | i | 54 | i | 0.4 | 0.8% | x | x | x | x | x | x | x | x | x
Cc1cc2ccccc2c(=O)n1CC(=O)NCC1COc2ccccc2O1 (stereo unspecified) | x | x | 0.8 | 1362 | i | 39 | i | 0.7 | 0.4% | -0.28 | 1452 | 2.2 | 2.3 | 5.7 | i | 0 | -25 | -10
CCOc1ccc(C2NC(=O)c3n[nH]c(C)c32)cc1 (stereo unspecified) | x | x | 1.0 | 1120 | i | 46 | i | 1.4 | -0.1% | -0.89 | 1036 | 3.9 | 1.4 | 5.7 | x | x | 13 | 4
NS(=O)(=O)c1cccc(NS(=O)(=O)c2ccc(/C=C/C(=O)OCC(=O)c3ccccc3)cc2)c1 | 10 | 690 | 0.3 | 1043 | i | 39 | i | 0.5 | -0.8% | 0.07 | 1635 | 8.4 | 1.9 | 5.4 | i | -4 | -19 | 10
COc1ccc(-c2[nH]nc3c2C(c2ccncc2)C(C#N)=C(N)O3)cc1 (stereo unspecified) | -23 | 672 | -0.6 | 1094 | i | 53 | i | 0.3 | 0.7% | -0.07 | 1109 | 16 | 34 | 96 | i | 2 | 18 | 24
CC[C@@H]1CC=C[C@H]2[C@H]1C(=O)N(Cc1ccccc1)[C@H]2c1ccc(C(F)(F)F)cc1 | -26 | 675 | -1.8 | 1220 | i | 28 | i | 0.4 | 2.5% | x | x | x | x | x | x | x | x | x

Source: PubChem BioAssay
